# FBPA Giardia inh = Giardia lamblia aldolase inhibition | A8B2U2 | purified Giardia FBPA | hit rate 0.71% among 290,000 | Potency, µM (top dose mostly 59.6 µM), inactives show at the top dose activity, negative = inhibition, actives largely listed as inhibitors; further: potency means the concentration at half of the fitted maximal effect; nearly all actives have a fitted effect of over 55% in size
# Target sequence (A8B2U2 whole entry, looked up): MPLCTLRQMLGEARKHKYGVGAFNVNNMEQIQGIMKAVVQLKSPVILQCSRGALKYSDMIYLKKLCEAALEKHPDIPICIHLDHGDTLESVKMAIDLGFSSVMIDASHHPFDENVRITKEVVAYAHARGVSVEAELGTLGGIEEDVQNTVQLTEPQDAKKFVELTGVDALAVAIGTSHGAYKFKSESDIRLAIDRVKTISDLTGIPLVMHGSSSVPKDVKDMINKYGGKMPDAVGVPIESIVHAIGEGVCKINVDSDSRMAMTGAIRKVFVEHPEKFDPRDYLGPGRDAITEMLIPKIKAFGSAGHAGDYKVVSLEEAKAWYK
#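 40 nM FBPA preincubated 10 min at RT with compound (up to 57.5 uM final), then substrate plus GAPDH/TPI/NAD/arsenate coupling and diaphorase/resazurin added. Fluorescence read after 20 min at RT, 525/598 nm.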
# AmpC no deterg = inhibitors of E. coli AmpC beta-lactamase without detergent. hit rate 0.52% among 330,000. AID 485341. AmpC nitrocefin hydrolysis, absorbance 480 nm, 0.0001% Triton. Potency, µM (top dose mostly 57.1 µM), for inactives: top-dose activity change, negative = inhibition, usual class: inhibitors;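 further: potency means the concentration at half of the fitted maximal effect; plate controls were no compound for no effect and no enzyme for full effect; nearly all actives have a fitted effect of over 20% in size; some results filed as inactive show a strong effect at the top dose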
# Target sequence (P00811 whole entry, looked up): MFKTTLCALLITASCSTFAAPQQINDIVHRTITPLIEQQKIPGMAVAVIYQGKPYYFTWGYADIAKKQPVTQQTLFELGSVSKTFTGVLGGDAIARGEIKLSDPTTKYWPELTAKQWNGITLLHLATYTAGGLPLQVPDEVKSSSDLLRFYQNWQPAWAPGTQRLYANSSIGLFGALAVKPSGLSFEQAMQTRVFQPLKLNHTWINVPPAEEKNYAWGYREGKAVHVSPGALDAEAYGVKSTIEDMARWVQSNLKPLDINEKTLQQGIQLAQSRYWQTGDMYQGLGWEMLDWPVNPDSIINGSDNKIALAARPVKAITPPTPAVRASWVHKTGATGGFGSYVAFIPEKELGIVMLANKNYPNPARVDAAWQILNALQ
#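 AmpC (5.3 nM in the dispensed reagent) in 20 mM phosphate pH 7.0 with 0.01% (detergent screen) or 0.0001% Triton X-100 was preincubated with compounds for 15 min at room temperature. Nitrocefin was then added from an 800 uM solution, and hydrolysis was followed at 480 nm.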
# HCMV antiviral = human cytomegalovirus inhibition; HFF cells, HCMV-luciferase reporter, 72 h; active compounds read low; activity change, negative = inhibition, % at 57.5 µM; hit rate 4.5% among 410,000; in the data active means activity change below about -60%; inconclusive means no clear call, values can overlap the other calls; inactive means above about -39%
#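 Cell-based, HFFs, 1000 cells/well, 16 h 37C; cpds in DMSO + HCMV-luc, MOI 1 PFU/cell; 72 h 37C; OneGlo luminescence after 5 min RT; norm. to buffer vs Salinomycin 10uM.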
# AMA1 RON2 block = inhibitors of Plasmodium falciparum AMA1-RON2 interaction; AlphaScreen AMA1-biotinylated RON2 peptide binding; Potency, µM (series often up to 58.2 µM), inactives show top-dose activity change, negative = inhibition, actives largely listed as inhibitors; hit rate 0.2% among 360,000;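 further: potency means the concentration at half of the fitted maximal effect; 0% = vehicle wells and -100% = peptide control; nearly all actives have a fitted effect of over 45% in size; some results filed as inactive show a strong effect at the top dose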
#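 AMA1 (3D7) with his tag at 25 nM final met compounds first, then biotinylated RON2 peptide at 25 nM; detection used donor plus acceptor beads, 10 µg/mL apiece, read by AlphaScreen after 30 min at room temperature.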
# AmpC inh detg = AmpC beta-lactamase inhibition with detergent present. P00811. AmpC hydrolysis of nitrocefin, absorbance 480 nm, 0.01% Triton. Potency, µM (top dose mostly 114 µM), inactives show at the highest dose activity change, negative = inhibition, actives largely listed as inhibitors. hit rate 0.041% among 370,000. AID 485294;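 further: potency means the concentration at half of the fitted maximal effect; 0% = no-compound wells and -100% = no-enzyme wells; nearly all actives have a fitted effect of over 25% in size; some results filed as inactive show a strong effect at the top dose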
#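 20 mM phosphate pH 7.0 + 0.01% (detergent screen) or 0.0001% Triton X-100; 5.3 nM AmpC reagent; cpd preinc 15 min RT; nitrocefin (800 uM stock) to start; A480 q20 s × 4 min; Activity was normalised to no-enzyme and no-compound control wells.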
# Sm TGR inh = blocks Schistosoma mansoni thioredoxin glutathione reductase. purified TGR, DTNB reduction, TNB absorbance 405 nm. Potency, µM (titrated, usually from 114 µM), inactives show top-dose activity change, negative = inhibition, most hits filed as inhibitors. hit rate 3% among 360,000; further: potency means the concentration at half of the fitted maximal effect; nearly all actives have a fitted effect of over 60% in size
#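 First, TGR (20 nM dispensed) and NADPH were mixed with compound. Second, a 15 min room-temperature incubation followed. Third, further NADPH and then DTNB were added to start the reaction. Finally, TNB absorbance was monitored kinetically.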
# * = called active by the depositor; ? = inconclusive; . = not tested or not shown; & = joins results of further samples; [ ] = dose if it differs, or a comment. Unless noted, the call rests on the fitted dose curve; in most records, active means well fitted curve in the direction sought with a large enough effect; inconclusive means small, poorly fitted or top-dose-only effect, or another doubt; inactive means no such curve, though single readings can be large; an effect the other way counts as inactive or inconclusive. Unless noted, on the % scale 0 is the no-effect control and ±100 the full control effect.
SMILES,FBPA Giardia inh,AmpC no deterg,HCMV antiviral,AMA1 RON2 block,AmpC inh detg,Sm TGR inh
CCn1c(=N)c(S(=O)(=O)c2ccccc2)cc2c(=O)n3ccccc3nc21,0%,-18%,-17,-6%,-1%,-2%[57.1 µM]
COc1cc(-c2nnc(NC(=O)c3ccc(S(=O)(=O)N4CCOCC4)cc3)o2)cc(OC)c1OC,-5%,-11%,-2,.,-7%,2%
COc1cccc(NC(=O)Cc2nc(-c3ccccc3)sc2-c2ccc(C)cc2)c1,-16%,-27%,-18,-14%,?,0%
Cc1nn(-c2ccccc2)c(Cl)c1C(=O)Nc1ccc(N2CCOCC2)cc1,-6%,-9%,34,-2%,-5%,-11%
CCC(=O)OC1(C)C(=O)C=C2C=C(CCCC(=O)OC)OC=C2C1=O (stereo unspecified),2%,.,7,-21%,.,.
COc1ccc(NC(=O)CC2C(=O)N(c3ccccc3)C(=O)N2CCC2=CCCCC2)cc1 (stereo unspecified),.,.,-14,.,-13%,-1%
COC(=O)CSc1nc2sccc2c(=O)n1-c1ccccc1,14%,-20%,131,-17%,-9%,-1%
O=C(CSc1nnc(COc2cccc3cccnc23)o1)N1CCCC1,-1%,-13%,-4,14%,1%,0%
O=C(Nc1sc2c(c1C(=O)c1ccc(Cl)cc1)CCCC2)c1cccnc1,0%,?,-28,?,0%,-2%
Cc1ccc(C(=O)COC(=O)CCCC(=O)Nc2cc(C(F)(F)F)ccc2Cl)cc1C,6%,-13%,6&-11,-2%[11.6 µM],-9%&0%,-2%&7%
CC(=O)Nc1ccc(S(=O)(=O)Nc2cccc(-n3cnnn3)c2)cc1,.,-13%,-6,-1%,-2%,-16%
O=C(COC(=O)CNC(=O)c1cccs1)Nc1ccc(C(F)(F)F)cc1[N+](=O)[O-],.,-10%,-27,9%,?,-5%
COC(=O)C1=C(N)Oc2cc(C)n(Cc3cccnc3)c(=O)c2C1c1cccc(OC)c1OC (stereo unspecified),0%,-27%,26,0%,-13%,12%
Clc1ccc(-c2nnnn2-c2ccc(Cl)cc2)cc1,-4%,-22%,-7,2%,-1%,7%
COCCn1c(SCc2nnc(-c3ccccc3)o2)nc2sc3c(c2c1=O)CCC3,1%,11%,-32,19%,-15%,-9%
CC1NC(=O)N(C)C2NC(=O)N(C)C(c3ccccc3)C12 (stereo unspecified),2%,-16%,1,5%,?,0%
COc1ccc(NC(=S)NC(=O)c2csnn2)cc1,-20%,-43%,?,79%[activator],-4%,0%
Cc1oc(-c2ccccc2Cl)nc1CS(=O)CC(=O)NCc1ccco1 (stereo unspecified),.,0%,62,8%,5%,-17%
Cc1cc2[nH]c(=O)c(=O)[nH]c2cc1S(=O)(=O)Nc1cccc(C(F)(F)F)c1,.,.,11,.,-3%,-10%
Cc1cc(/C=C2/C(=N)N3C(c4ccccc4)=CSC3=NC2=O)c(C)n1-c1ccccc1,-5%,-38%,20,0%,-2%,-14%
S=c1nc(-c2ccccc2)[nH]n1-c1ccccc1,11%,-24%,27,40%[activator],-1%,-12%
CC(=O)N1CCCN(C(=O)c2ccc3nc(Cc4ccccc4F)oc3c2)CC1,.,77%[activator],6,2%,2%,-17%
C=C(C)C(=O)N1CC2(CC(c3cccc(NC(=O)/C=C\C)c3)=NO2)C[C@H]1C(N)=O (stereo partly specified),5%,-1%,-5,-1%,0%,-2%
CC(=O)NC1=C(N(C)C2CCS(=O)(=O)C2)C(=O)c2ccccc2C1=O (stereo unspecified),0.13µM*,-4%,-33,9%,?,?
CCOC(=O)C1(Cc2ccc(OC)cc2)CCN(C(=O)c2ccc3[nH]ccc3c2)CC1,-8%,-4%,5,-1%,9%,4%
# Following part.
SMILES,FBPA Giardia inh,AmpC no deterg,HCMV antiviral,AMA1 RON2 block,AmpC inh detg,Sm TGR inh
O=c1[nH]cc(C(F)(F)F)cc1NS(=O)(=O)c1ccc([N+](=O)[O-])cc1,-15%,-18%,-28,-4%,6%,7%
Cc1nc2ccccc2c2oc(C(=O)NCCN3CCN(C)CC3)cc12,2%,-9%,-70*,12%,-11%,0%
O=C(O)C(Cc1c[nH]c2ccccc12)NS(=O)(=O)c1ccc(Cl)c(C(F)(F)F)c1 (stereo unspecified),-15%,-25%,12,4%,-1%,-8%
Cc1ccccc1NC(=O)C1CCCN(C(=O)Nc2ccc(F)cc2)C1 (stereo unspecified),-4%,-1%,-26,-10%,?,1%
CCOC(=O)CSc1nnc([C@@H](NC(=O)OC(C)(C)C)C(C)C)o1,9%,-8%,-22,5%,?,7%
O=C(c1ccccc1)C1CCN(CC(=O)N2CCN(c3ccccc3)CC2)CC1,-16%,53%,36,-15%,-1%,-1%[57.1 µM]
FC(F)(F)c1nc(NCc2cccnc2)c2ccccc2n1,5%,-42%,-62*,14%,-2%,-11%
CC1(C)NC(=O)N(CCOc2cccc(Oc3ccccc3)c2)C1=O,5%,51%,9,-3%,-4%,0%
O=C(OCn1nnc2ccccc2c1=O)c1cc2ccccc2o1,-3%,-9%,7,-11%,-3%,1%
CCCCNC(=O)OCC(CC)NC(=O)OCC(C)C (stereo unspecified),-1%,-2%,16,-8%,-2%,7%
COc1ccc(C(=O)NCCS(=O)(=O)NCc2ccccc2)cc1,.,-20%,-98*,-14%,0%,1%
Cn1c(O)c(C=NCc2cccs2)c(=O)n(C)c1=O,-3%,-22%,-34,-3%,?,4%
CC(=O)Nc1ccc(C(O)(C(F)(F)F)C(F)(F)F)cc1,0%,0%,-25,-23%,-4%,8%
Cc1cc(C)nc(NS(=O)(=O)c2ccccc2)n1,-4%,-13%,-31,31%[activator],-15%,5%
CCOc1cccc(C(=O)Nc2ccc(-c3nc4cc(C)cc(C)c4o3)cc2)c1,.,.,4,.,-3%,-12%
Cc1ccc(SCC(=O)OCC(=O)NCCc2ccc(S(N)(=O)=O)cc2)c(C)c1,.,-9%,-11,-14%,.,.
CC(C)N(C(=O)[C@H]1C[C@H](CC(=O)NCCC2=CCCCC2)C(=O)N2CCc3c([nH]c4ccc(Cl)cc34)[C@]12C)C(C)C,.,-10%,-91*,18%,.,.
COc1ccc(CNCCCSc2nnnn2-c2ccccc2)cc1,.,.,-12,.,7%,-2%
Cn1c(=O)c2sccc2n2c(CCCC(=O)NCc3ccc(F)cc3)nnc12,6%,-1%,6,16%,-10%,-7%
CC(C)n1c(SCC(=O)Nc2ccccc2)nc2c1c(=O)n(C)c(=O)n2C,8%,0%,-28,-4%,5%,-26%
COc1ccc(C(C)(C)C)cc1NC(=O)CCc1c(C)noc1C,.,36%,-6,6%,0%,6%
O=C(Nc1ccc(-c2cscn2)cc1)C1CCCN(Cc2ccccc2)C1 (stereo unspecified),.,31%,-28,13%,-8%,-2%
Cc1c(C(=O)N/N=C/c2ccc(Cl)cc2)[nH]c2ccc(Cl)cc12,0%,14µM*,-89*,37%[activator],-12%,0%
O=C(CSc1nc2c(c(C(F)(F)F)n1)CCc1ccccc1-2)NCc1ccco1,-25%,-16%,-34,-2%,-3%,?
Cc1noc(C)c1S(=O)(=O)N1CCCC1C(=O)NC(C)(C)C (stereo unspecified),.,-7%,-24,-5%,2%,5%
# (continued)
SMILES,FBPA Giardia inh,AmpC no deterg,HCMV antiviral,AMA1 RON2 block,AmpC inh detg,Sm TGR inh
Cc1ccc(C)c(OCCN2C(=O)NC3(CCc4ccccc4C3)C2=O)c1 (stereo unspecified),2%,12%,-18,-13%[11.6 µM],?,-24%
Cc1ccnc(NS(=O)(=O)c2cc(-c3cc(C)no3)ccc2C(C)C)c1,-10%,-39%,-6,21%,-5%,-14%
O=C1c2cccnc2C(=O)N1Cc1ccc(S(=O)(=O)N2CCN(c3ccc(Cl)cc3)CC2)cc1,-4%,0%,-6,26%,-6%,-9%
Cc1cccc(-c2nnc(SCC(=O)O)n2Cc2ccccc2)c1,16µM*,-14%,-2,63%[activator],?,2%
CCNc1nc(NCC)n2c(SCC(=O)NCC3CCCCC3)nnc2n1,-2%,1%,-6,-4%,10%,3%
CC1CN(C(=O)Nc2ccc(Br)cc2Cl)CC(C)O1 (stereo unspecified),-3%,-16%[2.29 µM],-18,-9%,0%,6%
CCc1ccc(NC(=O)C2CCN(C(=O)N3CC(CC)Oc4ccccc43)CC2)cc1 (stereo unspecified),.,.,64,.,7%,-14%
O=C(c1sc2ccccc2c1Cl)N1CCN(c2ccccn2)CC1,17%,-1%,-1,-7%,-6%,-18%
COC(=O)CN1C(C(=O)c2ccccc2)=C(OC(=O)c2ccc(F)cc2)c2ccccc2S1(=O)=O,.,.,-11,.,1%,-13%
CCC(=O)c1ccc(OC(=O)N(C)c2ccccc2)cc1,6%,0%,-9,-6%,-1%,.
CC1(C)CC(NC(=O)c2cc(Cl)ccc2Cl)CC(C)(C)N1,8%,-7%,-16,5%,?,-1%
COCCNC(=O)COC(=O)/C=C/c1cnc2ccccc2n1,-6%,-23%,5,12%,?,5%
COc1ccccc1NS(=O)(=O)c1cccc(C(=O)NCC(c2ccccc2OC)N2CCCC2)c1 (stereo unspecified),.,45%,-36,38%[activator],7%,-2%
Cn1c(CO)cnc1SCc1ccc([N+](=O)[O-])cc1,?,-15%,15,-2%,-2%,0%
CCN1C(=O)C(=O)N(CC(=O)c2cc(C)n(C3CC3)c2C)C1=O,.,-5%,0,0%,-14%,-10%
COc1ccc(-c2nnc(SCC(=O)NC(C)C)n2CC2CCCO2)cc1OC (stereo unspecified),2%,11%,-12,-12%,-12%,0%
CCN(c1ccccc1)S(=O)(=O)c1ccc(Oc2ccc(-n3ccnc3)cc2)nc1,-6%,-26%,-29,-10%,-12%,9%
COc1c(N2CCN(C(=S)NC3CC4CCC3C4)C(C)C2)c(F)cc2c(=O)c(C(=O)O)cn(C3CC3)c12 (stereo unspecified),-6%,-21%,-35,1%,3%,0%
O=[N+]([O-])c1cc([N+](=O)[O-])c2cccnc2c1O,16µM*,4%,-20,.,-8%,-23%
COc1ccccc1C(=O)Nc1c2c(nn1-c1ccc([N+](=O)[O-])cc1)CS(=O)(=O)C2,12%,-4%,-9,3%,-2%,10%
COc1cccc(/C=N/NC(=O)Cn2nc([N+](=O)[O-])cc2C)c1,3%,-17%,9,4%,-3%,16%

# In a second layout: results already given.
Molecule	FBPA Giardia inh	AmpC no deterg	HCMV antiviral	AMA1 RON2 block	AmpC inh detg	Sm TGR inh
COC(=O)CN1C(C(=O)c2ccccc2)=C(OC(=O)c2ccc(F)cc2)c2ccccc2S1(=O)=O	.	.	-11	.	1%	-13%
COc1ccccc1NS(=O)(=O)c1cccc(C(=O)NCC(c2ccccc2OC)N2CCCC2)c1 (stereo unspecified)	.	45%	-36	38%[activator]	7%	-2%
Cn1c(CO)cnc1SCc1ccc([N+](=O)[O-])cc1	?	-15%	15	-2%	-2%	0%
COc1c(N2CCN(C(=S)NC3CC4CCC3C4)C(C)C2)c(F)cc2c(=O)c(C(=O)O)cn(C3CC3)c12 (stereo unspecified)	-6%	-21%	-35	1%	3%	0%
CCC(=O)c1ccc(OC(=O)N(C)c2ccccc2)cc1	6%	0%	-9	-6%	-1%	.

# Source: PubChem (National Center for Advancing Translational Sciences (NCATS))
